CHRM5 PAM – positive allosteric modulators of human muscarinic M5 receptor; P08912; activation, % at 3 µM; CHO-K1 hM5, Fluo-8 calcium, ACh EC20 PAM; 0% = ACh EC20, 100% = ACh EC100; AID 624038; 360,000 tested, 0.3% active;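 active = activation above the run cutoff, the mean activation of all test compounds plus 3 SD, cut at about 18% in these data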
Target sequence (P08912 whole entry, looked up): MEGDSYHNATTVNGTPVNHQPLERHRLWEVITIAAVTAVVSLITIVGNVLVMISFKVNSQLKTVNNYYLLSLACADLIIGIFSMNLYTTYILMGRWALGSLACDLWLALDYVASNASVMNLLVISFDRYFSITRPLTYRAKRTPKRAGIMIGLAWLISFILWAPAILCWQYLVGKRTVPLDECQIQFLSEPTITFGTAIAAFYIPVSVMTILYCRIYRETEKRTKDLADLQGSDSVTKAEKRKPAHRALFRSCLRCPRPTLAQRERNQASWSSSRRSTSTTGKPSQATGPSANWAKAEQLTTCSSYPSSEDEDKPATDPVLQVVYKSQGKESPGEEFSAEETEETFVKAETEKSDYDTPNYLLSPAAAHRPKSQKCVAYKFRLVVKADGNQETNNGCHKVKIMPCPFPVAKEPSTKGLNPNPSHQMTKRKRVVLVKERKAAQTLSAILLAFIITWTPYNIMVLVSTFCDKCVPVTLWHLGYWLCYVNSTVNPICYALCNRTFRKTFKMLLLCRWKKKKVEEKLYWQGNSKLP
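System: CHO-K1 cell line with stable human muscarinic M5 receptor expression | Also added: EC20 acetylcholine as agonist stimulus | Compound: One concentration, 3 µM final (nominal) | Timing: Fluo-8 loading 80 min at 37 °C plus 30 min room temperature | Measured by: Fluo-8 calcium dye fluorescence, kinetic read | Read-out basis: % activation, ACh-normalized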
CRFR2-BP ag – CRF-BP/CRF-R2 complex agonism. HEK293 CRF-R2/CRF-BP, calcium dye fluorescence (FLIPR); percent of saturating CRF peptide response. 350,000 tested, 0.46% active. activation, % at 13.2 µM;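 active = activation of at least 50%, plus an integration ratio under a set limit after plate pattern correction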;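 note: plate controls were neutral control wells without compound for no effect and CRF at EC100 for full effect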
M5 antag – blocks acetylcholine activation of human M5 receptor. inhibition, % at 3 µM. CHO-hM5 cells, Fluo-8 calcium fluorescence, ACh EC80. 360,000 tested, 0.59% active. P08912;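 active = inhibition above a per-plate cutoff, the mean of that plate's test compounds plus 3 SD, cut at about 27% in these data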;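 note: 0% = acetylcholine EC80 with DMSO and 100% = DMSO without agonist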
M4 PAM – potentiates acetylcholine response at human M4 receptor | activation, % at 3 µM | 360,000 tested, 0.4% active | CHO-K1 hM4/Gqi5, Fluo-8 calcium fluorescence, ACh EC20; 0% = ACh EC20, 100% = maximal ACh | P08173;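 active = activation above its plate's cutoff, the mean activation of sample wells plus 3 SD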; note: some results filed as inactive read as strong as hits
Target sequence (P08173 whole entry, looked up): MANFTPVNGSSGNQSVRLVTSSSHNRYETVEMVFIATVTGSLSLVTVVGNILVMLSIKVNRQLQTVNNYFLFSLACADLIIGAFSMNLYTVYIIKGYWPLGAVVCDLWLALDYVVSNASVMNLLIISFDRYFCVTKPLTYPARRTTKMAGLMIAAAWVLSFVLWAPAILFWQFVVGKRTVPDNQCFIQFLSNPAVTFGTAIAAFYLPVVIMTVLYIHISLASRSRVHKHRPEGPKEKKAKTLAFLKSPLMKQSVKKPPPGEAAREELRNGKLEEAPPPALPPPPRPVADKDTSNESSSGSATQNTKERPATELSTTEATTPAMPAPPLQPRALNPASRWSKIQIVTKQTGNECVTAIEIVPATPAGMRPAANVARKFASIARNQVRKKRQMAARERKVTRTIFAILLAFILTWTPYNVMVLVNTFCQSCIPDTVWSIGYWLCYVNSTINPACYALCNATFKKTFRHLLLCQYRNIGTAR
CRFR2-BP antag – blocks CRF-induced signaling of the CRF-BP/CRF-R2 complex; 350,000 tested, 0.59% active; inhibition, % at 11.8 µM; HEK293 CRF-R2/CRF-BP, CRF-induced calcium fluorescence; AID 588475;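 active = inhibition of the ligand-induced calcium signal above about 50% at the single tested concentration, limit read from the data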
CHRM5 agonist – CHRM5 agonism in calcium assay. 360,000 tested, 0.19% active. P08912. CHO-K1 hM5 cells, Fluo-8 calcium fluorescence; 0% DMSO wells, 100% maximal acetylcholine response. activation, % at 3 µM;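 active = activation above the run's mean over test compounds plus 3 SD, cut at about 23% in these data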;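 note: signal is peak over basal fluorescence ratio across the kinetic read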
IDE cell inh – inhibitors of human insulin-degrading enzyme in cells. P14735. HEK cells, FAbetaB cleavage, fluorescence polarization. inhibition, % at 5.59 µM. 320,000 tested, 0.41% active. AID 434962;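 active = percent inhibition above the average of all tested compounds plus 3 SD, set per screening campaign, cut at about 16% in these data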;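 note: IDE supplied by intact live HEK cells; FP after avidin binding of uncleaved biotin substrate so inhibition keeps polarization high; 0% = DMSO wells and 100% = 60 µM reference IDE inhibitor Ii1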
CHRM4 antagonist – blocks acetylcholine activation of human M4 receptor. inhibition, % at 3 µM. CHO-hM4 cells, ACh EC80, Fluo-8 calcium fluorescence. 360,000 tested, 0.73% active;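 active = inhibition above its plate's cutoff, the mean inhibition of sample wells plus 3 SD, cut at about 27% in these data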;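 note: 0% = acetylcholine EC80 with DMSO and 100% = DMSO without agonist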
M4 ag – CHRM4 agonism in calcium assay; 360,000 tested, 0.14% active; AID 624127; activation, % at 3 µM; CHO-K1 hM4/Gqi5, Fluo-8 calcium fluorescence; vehicle 0%, full acetylcholine response 100%; P08173;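 active = activation above the run mean over all test wells plus 3 SD, cut at about 32% in these data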;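 note: peak over basal fluorescence ratio per well then scaled between controls; 0% = DMSO wells and 100% = acetylcholine at EC100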
The depositor's hits bear a star; x = no result given.

SMILES	CHRM5 PAM	CRFR2-BP ag	M5 antag	M4 PAM	CRFR2-BP antag	CHRM5 agonist	IDE cell inh	CHRM4 antagonist	M4 ag
O=C(c1cc2c(s1)-c1ccccc1OC2)N1CCN(c2ccccc2)CC1	-4	1.8	1	-10	22	-1	0	3	3
Nn1c(SCC(=O)Nc2ccc3c(c2)OCO3)nnc1-c1cccc(Cl)c1	9	-2.0	-7	24	-26	-1	0	-6	1
Cc1cc(N)ccc1N1CCCC1	-10	0.3	7	0	-10	-3	2	0	1
OCCNc1ncnc2c1ncn2[C@H]1CN(Cc2cccs2)C[C@@H](CO)O1	-1	x	2	0	x	1	x	-2	0
O=C(NCCN1CCOCC1)c1cccc(NS(=O)(=O)c2ccc(Br)cc2)c1	1	0.0	-1	8	0	1	-3	-14	1
COc1ccc(NS(=O)(=O)c2cccc3cccnc23)cc1Cl	1	-0.4	8	-3	-15	-1	-1	1	4
CCOC(=O)c1sc(N/N=C/c2ccccc2)nc1C	-8	-2.1	12	3	-6	-4	6	0	1
NC1=NC(=O)/C(=C/c2cccc(F)c2)S1	-3	-2.1	12	-6	6	1	-5	10	0
COc1cc(-c2c(C#N)c(N)nc3[nH]c(=S)[nH]c(=O)c23)ccc1O	-4	1.7	4	4	15	-2	-2	-3	3
COc1ccc(OC)c(NC(=O)NCc2ccc(F)cc2)c1	2	1.1	-14	2	13	-2	-6	8	1
O=C(COC(=O)Cc1c(F)cccc1Cl)NCc1ccc2c(c1)OCO2	-2	-3.7	11	7	9	-2	1	-5	2
COc1ccc(OCC(=O)NC2CCSc3ccccc32)cc1 (configuration not stated)	1	0.7	-1	-3	12	-1	-4	6	1
COC(=O)c1cnc2c(c1C(=O)OC)c(=O)n(C)c(=O)n2C	2	-0.6	1	3	2	1	-3	1	0
COc1ccc(-c2sc3ccccc3c2-c2ccc(OCCN3CCOCC3)cc2)cc1	0	2.0	-2	7	3	1	-6	-3	0
CC(C)C(NC(=O)CC12CC3CC(CC(C3)C1)C2)C(=O)O (configuration not stated)	12	-1.3	3	7	24	-1	4	2	0
Cc1ccc(C(=O)NC2CC(C)(C)NC(C)(C)C2)cc1S(=O)(=O)N1CCCCC1	8	1.2	1	9	-8	-3	4	-10	1
CC(=O)Nc1cc(-c2ccc(N3CCN(C)CC3)cc2)cn2c(-c3cccc(C(C)=O)c3)cnc12	-2	x	-2	-6	x	-1	x	-5	1
CCOC(=O)C1CCN(Cc2ccc(OCc3ccccc3)c(OC)c2)CC1	-1	-0.1	-3	-9	4	-6	-3	7	1
OC(c1ccccc1)(c1ccccc1)c1nccc2ccccc12	-8	-4.5	3	-1	32	-7	x	6	-3
CC(=O)c1ccc(NC(=O)/C(=C\c2ccc(F)cc2)NC(=O)c2ccco2)cc1	-1	-0.1	14	-1	0	-2	1	-2	1
Cc1cccc(C(=O)NNC(=O)C23CC4CC(CC(C4)C2)C3)c1O	-1	0.0	5	3	-24	0	1	-2	3
Cc1ccc(C(=O)CSc2nc(-c3ccccc3)ccc2C#N)cc1	3	40	-1	2	-89	3	3	-4	1
COc1cc(/C=N/N2CCN(Cc3ccccc3)CC2)cc(OC)c1OC(C)=O	-2	-0.3	-6	-6	-2	3	-1	4	0
CCN(CC)C(=O)Oc1cc(COC)nc(-c2ccccc2)n1	-2	1.0	9	-2	5	-2	0	-5	-1
Cc1ccc(OCCC(=O)Nc2ccccc2C(=O)N2CCCCC2)cc1	0	-0.6	5	-3	16	1	0	11	1
C/C(=N\NC(=O)C(C)Sc1ccccc1)C(C)(C)C (configuration not stated)	0	-0.1	6	2	-4	-5	7	-3	1
CCOC(=O)C1(C)CCN1C(=O)c1ccc(C(C)(C)C)cc1 (configuration not stated)	-4	x	3	0	x	0	x	-8	3
CN(CC(=O)NCC(c1ccccc1)N1CCCC1)S(=O)(=O)c1ccc(Cl)cc1 (configuration not stated)	-5	1.3	8	-2	-14	-11	-4	0	1
Cc1cc[n+](-c2[nH]c(=O)sc2/C=N/NC(=O)c2ccccc2[O-])cc1C	-3	0.3	1	0	-3	4	7	-8	1
CS(=O)(=O)N1CCN(C(=O)c2c(F)cccc2F)CC1	1	-0.3	2	2	-17	3	2	2	-1
Cc1cccc(NC(=O)C2CC(=O)N(Cc3ccccc3)C2)n1 (configuration not stated)	8	0.1	-2	11	4	-2	7	-5	1
CC[C@]1(C(=O)OC)[C@H]2C(=O)N(Cc3ccccc3)C(=O)[C@H]2[C@H]2CN(C)C(=NCc3ccccc3)N21	-4	13	7	-8	-2	0	x	-10	0
O/N=C/c1cc(Br)cs1	-1	-0.6	4	-6	34	-1	-1	-3	1
CCOC(=O)C1CCN(S(=O)(=O)c2cn(C)cn2)CC1	-3	-0.2	4	5	9	0	2	-6	1
C=C(C)C(=O)Nc1cccc(C2=NOC3(C2)C[C@@H](C(N)=O)N(C(=O)/C=C/C=C/C)C3)c1 (some centres not stated)	-4	-1.4	18	0	-3	-1	6	10	0
COc1ccc(CN2C(=O)NC(C)(c3ccc(C)cc3)C2=O)cc1F (configuration not stated)	2	-0.8	1	1	1	4	4	0	2
CCc1cc(=O)oc2cc(OS(C)(=O)=O)ccc12	4	-2.0	7	-1	18	-2	1	1	0
CCOc1ccccc1NC(=O)c1cccc(NC2=NC3CS(=O)(=O)CC3S2)c1 (configuration not stated)	0	-1.6	1	8	8	0	3	-7	1
CC(C)C1C(=O)N(Cc2cn(CC3CCCCC3)nn2)CCS(=O)(=O)N1Cc1ccc(-c2ccc(Cl)nc2)cc1 (configuration not stated)	-6	4.7	9	1	2	-1	x	-3	0
CCOC(=O)C(=CNc1cccc(N)n1)C(=O)OCC	8	0.3	-4	2	42	1	6	1	-3
CCN(CC)S(=O)(=O)c1ccc(C(=O)N2CCN(C3=NS(=O)(=O)c4ccccc43)CC2)cc1	1	2.0	-1	1	-14	-3	11	8	0
COc1ccccc1CN(C)C[C@@H]1OCc2cnnn2CCCC(=O)N([C@@H](C)CO)C[C@H]1C	-2	-0.3	4	1	-9	0	x	-11	1
COc1ccc(-n2ncc3c(NCC4CCCO4)ncnc32)cc1 (configuration not stated)	-12	-0.8	5	-4	3	3	-2	-3	7
COC(=O)c1ccc2c(c1)c(-c1ccccc1)c(-c1ccccc1)n2C	-5	-0.4	4	0	11	1	x	-11	-1
COc1cccc(NC(=O)CSc2nnc3ccc(-c4ccccn4)nn23)c1	2	-2.1	2	4	-2	-1	x	-2	0
CC(=O)N(C1=C(N)C(=O)c2ccccc2C1=O)c1ccccc1	-2	-0.5	12	0	8	0	5	6	0
O=C(NCC1CCCCC1)C1CCCN(C(=O)NC2CCCCC2)C1 (configuration not stated)	2	0.3	-2	9	10	1	3	-6	0
O=C(CCCC(=O)c1ccccc1)NCc1ccccc1	4	0.3	6	11	5	-1	5	0	1

Some of these compounds in order of count of non-hydrogen atoms, rising:
SMILES	CHRM5 PAM	CRFR2-BP ag	M5 antag	M4 PAM	CRFR2-BP antag	CHRM5 agonist	IDE cell inh	CHRM4 antagonist	M4 ag
CC(=O)N(C1=C(N)C(=O)c2ccccc2C1=O)c1ccccc1	-2	-0.5	12	0	8	0	5	6	0
O=C(COC(=O)Cc1c(F)cccc1Cl)NCc1ccc2c(c1)OCO2	-2	-3.7	11	7	9	-2	1	-5	2
COc1ccc(-c2sc3ccccc3c2-c2ccc(OCCN3CCOCC3)cc2)cc1	0	2.0	-2	7	3	1	-6	-3	0

Continuation:
SMILES	CHRM5 PAM	CRFR2-BP ag	M5 antag	M4 PAM	CRFR2-BP antag	CHRM5 agonist	IDE cell inh	CHRM4 antagonist	M4 ag
Cc1ccc(N(C(=O)Nc2ccccc2)C2=NCCC2)cc1	9	-0.6	-5	-3	2	-2	3	2	0
CCCC(=O)Nc1nnc(SCC(=O)Nc2ccc3c(c2)OCCO3)s1	4	-3.1	10	-2	8	-1	0	-1	2
COc1ccc(N2CCN(C(=O)c3ccc(NS(=O)(=O)c4cccc(F)c4)cc3)CC2)cc1	-3	-5.0	-2	5	10	3	1	4	8
COc1ccc(Cc2nc3ccccc3n2CC(=O)N/N=C/c2ccc(C)cc2O)cc1OC	-7	0.0	0	-12	-8	2	3	5	1
COCCNC(=O)C1(C)CCN(Cc2csc(-c3ccc(Cl)cc3)n2)C1 (configuration not stated)	3	x	2	-3	x	-3	x	6	1
CCN(c1ccccc1)S(=O)(=O)c1cc2c3c(c1)CCN3C(=O)CC2	-5	x	3	3	x	-1	-2	1	2
CN1CCC(NC(=S)NC2CC2)CC1	5	3.7	-9	-2	-10	-6	5	6	0
Cn1c2ccccc2c2c(C(=O)N3CCN(c4ccc(F)cc4)CC3)cn(C3CCCC3)c(=O)c21	-32	1.5	19	-10	-16	-4	2	21	11
CCOc1ccc(/C=C/C(=O)c2ccccc2)cc1OC	-1	-1.2	-3	1	32	-1	8	-3	1
COc1ccccc1N1C(=O)CC(N2CCN(c3ccc(Cl)cc3)CC2)C1=O (configuration not stated)	-3	0.8	-10	-6	3	7	-2	-18	12
COc1ccccc1-c1nnc(SC(C(=O)c2c[nH]c3ccccc23)c2ccccc2)n1C (configuration not stated)	-4	1.6	6	-3	-21	-1	2	-10	4
CCOc1cc(C=O)ccc1OCCCN1C(=O)NC(C)(C)C1=O	-7	0.9	4	7	11	1	-1	-5	2
O=C(NCCOc1ccccc1Cl)C(=O)c1c[nH]c2ccccc12	0	-1.4	18	-2	-12	3	1	3	2
Cc1c(CCC(=O)O)c(=O)oc2cc3occ(-c4ccc(Cl)cc4)c3cc12	-5	-0.6	11	-7	11	-2	-1	5	4
Cc1ccc(S(=O)(=O)NC(=O)NCCCCNC(=O)NS(=O)(=O)c2ccc(C)cc2)cc1	21*	-1.2	-18	10	19	6	0	7	1
CC(=O)Nc1ccc(-n2cnnn2)cc1	-1	-3.0	4	5	10	2	1	-7	0
Cc1csc(=Nc2ccccc2)n1CCO	-2	-2.2	1	-1	29	-3	-1	4	1
CCN(CC)CCNC(=O)c1c(C)n(-c2ccccc2)c2cc(Br)c(OC)cc12	-1	0.0	6	-7	-34	-15	-3	22	2
Cc1ccc(-n2c(=O)[nH]c3c(C(N)=O)nc(CC(C)C)nc32)cc1	-3	0.1	0	-2	-24	2	-1	10	-1
O=C(O)CCNC(=O)c1ccc(NC(=O)C(c2ccccc2)c2ccccc2)cc1	-8	-0.4	4	-6	-4	-2	3	0	5
Cc1cc(C)n2cc(CSc3nc4ccccc4s3)nc2n1	-2	-0.2	1	-3	7	1	4	2	1
COc1ccc(/C=c2/sc3nc(-c4ccccc4)c(-c4ccccc4)n3c2=O)cc1	0	14	6	0	8	-4	0	-14	1
COc1ccc2oc(C(=O)OCC(=O)NC(C)c3ccccc3)c(C)c2c1 (configuration not stated)	2	-0.6	-15	-3	3	3	-2	2	4
CCN(CC)CCCn1c2c(c(SCC(=O)Nc3ccccc3Cl)nc1=O)CCC2	2	-0.2	-2	-1	-6	-3	0	-8	1
O=C(CCCC(=O)NC1CCCC1)NC1CCCC1	2	-1.7	4	3	17	-1	4	-1	1
CCOC(=O)Cn1c(-c2ccccc2)cc(SC)c(C#N)c1=O	-11	3.1	-3	-5	-16	-10	0	-13	-1
CCOc1ccc(NC2c3ccccc3C(=O)N2Cc2ccc3c(c2)OCO3)cc1 (configuration not stated)	-4	-1.6	1	-10	5	-4	2	-14	0
